Bioassay records (PubChem BioAssay)
PPARg SRC-1 ag: PPARgamma agonists recruiting SRC-1 coactivator, primary screen, biochemical | Peroxisome proliferator-activated receptor gamma (Homo sapiens), P37231 | PPARgamma-SRC-1 coactivator recruitment biochemical assay | activation, % at 8 µM | 0.41% of 200,000 active; in the data active = activation above about 19%;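 note: 0% = DMSO and 100% = reference agonist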
Diaph inh CS: diaphorase inhibitors and chemical oxidizers, primary screen, counter-screen for diaphorase-coupled primary assays, biochemical, uHTS, resorufin fluorescence; AID 1217, 2008; inhibition, % at 20 µM; diaphorase resazurin-to-resorufin fluorescence, NADH, 16 min; bacterial (C. kluyveri) enzyme, not human; 0.69% of 190,000 active;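 active = primary screen inhibition at 20 µM above a set limit, cut at about 50% in these data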;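 note: plate controls were DMSO with full reaction for no effect and wells lacking NADH for full effect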
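material = Clostridium kluyveri diaphorase enzyme | amount = 0.14 U/mL diaphorase, enzyme working solution | schedule = incubation 16 min, room temperature | detection = fluorescence of resorufin formed from resazurin, Ex 544/Em 590 nm | benchmarks = positive control minus NADH, DMSO neutral control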
ROMK primary: ROMK potassium channel modulators, primary screen, cell-based, thallium flux, MLSMR library; ATP-sensitive inward rectifier potassium channel 1 (Homo sapiens), P48048; Tet-inducible ROMK, thallium flux fluorescence; actives lie on both sides; B-score at 10 µM; 2% of 130,000 active;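 active = signal ratio slope over the read window, or its plate-corrected B-score, at least 3 SD from the plate mean, either direction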;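 note: B-score of the F/F0 ratio slope over 7 to 12 s after thallium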
Target sequence (P48048 whole entry, looked up): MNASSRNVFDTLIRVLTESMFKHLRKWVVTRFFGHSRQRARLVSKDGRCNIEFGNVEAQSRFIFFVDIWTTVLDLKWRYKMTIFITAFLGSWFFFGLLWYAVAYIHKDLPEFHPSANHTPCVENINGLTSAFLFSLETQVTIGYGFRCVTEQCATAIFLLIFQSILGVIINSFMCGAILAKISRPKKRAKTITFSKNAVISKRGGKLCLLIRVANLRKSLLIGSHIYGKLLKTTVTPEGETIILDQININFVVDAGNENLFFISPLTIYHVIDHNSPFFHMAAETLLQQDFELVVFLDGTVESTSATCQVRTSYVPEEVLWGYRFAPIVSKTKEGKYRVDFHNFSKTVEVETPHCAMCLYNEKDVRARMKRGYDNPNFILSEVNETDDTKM
PPARg SRC2 recr: agonists of PPARg-SRC-2 recruitment, primary screen, biochemical, HTS; Peroxisome proliferator-activated receptor gamma (Homo sapiens), P37231; PPARgamma LBD-SRC-2 recruitment; activation, % at 8 µM; 0.34% of 200,000 active; in the data active = activation above about 22%;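 note: 0% = vehicle and 100% = reference agonist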
PMI act satM6P: human PMI activators, high substrate, primary screen, biochemical, fluorescence intensity, near-saturating mannose 6-phosphate; Mannose-6-phosphate isomerase (Homo sapiens), P34949; coupled PMI enzyme assay, resazurin fluorescence, 20 min; hits give high values; 1 = untreated enzyme, 0 = substrate-free blank; activation factor at 20 µM; 0.34% of 190,000 active;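 active = activation factor of 2 or more at 20 µM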
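Test system: human phosphomannose isomerase with PGI, G6PDH, diaphorase coupling enzymes; Amount: PMI at 15 ng/mL final; Reagent: Mannose-6-phosphate 1.0 mM (near-saturating) plus 0.22 mM NADP+; Timing: 20 min, room temperature; Technique: resorufin fluorescence at Ex 544/Em 590 nm; Dosing: 20 µM single dose.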
PPARg SRC-3 ag: PPARgamma agonists recruiting SRC-3 coactivator, primary screen, biochemical. biochemical PPARgamma/SRC-3 coactivator recruitment assay. activation, % at 8 µM. 0.26% of 200,000 active. AID 731, 2007; in the data active = activation above about 23%;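 note: 0% = DMSO and 100% = reference agonist; some compounds past the cut are filed as inactive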
G6PDH counter: L. mesenteroides G6PDH inhibitors, counter-screen for G6PDH-coupled screening assays, biochemical, Leuconostoc mesenteroides enzyme; Purified L. mesenteroides G6PDH, diaphorase/resazurin coupled fluorescence, 45 min; inhibition, % at 5 µM; glucose-6-phosphate dehydrogenase [Leuconostoc mesenteroides]; 0.12% of 200,000 active; AID 1020, 2008; in the data active = inhibition above about 50%
S1P3 antagonist: S1P3 receptor antagonists, primary screen, cell-based. CHO S1P3 NFAT-BLA reporter, FRET fluorescence, antagonist mode. inhibition, % at 4.98 µM. 0.27% of 170,000 active;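 active = inhibition above the plate cutoff, the mean inhibition of test wells on that plate plus 3 SD, cut at about 28% in these data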;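 note: cells challenged with S1P at its EC80 of 0.8 µM; blue over green emission ratio from cleaved BLA substrate after 4 h stimulation; 0% = S1P-stimulated wells and 100% = unstimulated DMSO-only wells; some compounds past the cut are filed as inactive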
Target sequence (Q99500 whole entry, looked up): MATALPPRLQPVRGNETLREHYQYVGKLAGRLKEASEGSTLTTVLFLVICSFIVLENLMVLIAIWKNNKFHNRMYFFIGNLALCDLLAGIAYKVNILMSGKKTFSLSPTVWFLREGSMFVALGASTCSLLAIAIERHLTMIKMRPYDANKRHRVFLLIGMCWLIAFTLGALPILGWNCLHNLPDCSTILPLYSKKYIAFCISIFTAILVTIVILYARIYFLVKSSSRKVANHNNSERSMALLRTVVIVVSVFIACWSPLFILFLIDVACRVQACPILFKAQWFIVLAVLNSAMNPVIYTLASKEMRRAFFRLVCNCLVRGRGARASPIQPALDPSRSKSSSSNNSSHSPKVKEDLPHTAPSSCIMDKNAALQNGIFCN
SRC2 TRFRET art: TR-FRET signal artefacts, primary screen, artefact control for PPARgamma SRC-2 agonist project, biochemical; TR-FRET artefact counter-screen; hits give high values; TR-FRET ratio at 8 µM; 0.4% of 200,000 active; AID 1049, 2008; in the data active = TR-FRET ratio above about 2000; note: inactives centre near 1500
Diaphorase act: compounds boosting diaphorase resazurin reduction – biochemical, uHTS, resorufin fluorescence, counter-screen for diaphorase-coupled primary assays, primary screen. activation factor at 20 µM. Diaphorase/resazurin coupled assay, 16 min; hits give high values; 1 = vehicle wells, 0 = NADH-free wells. 0.005% of 190,000 active;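 active = diaphorase activity raised at least twofold by the compound at 20 µM; inactive = activation factor below 2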
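Test system: Clostridium kluyveri diaphorase, purified enzyme. Buffer or medium: 50 mM HEPES pH 7.4 buffer plus MgCl2 and Tween 20. Also added: 0.114 mM NADH and 0.1 mM resazurin, final amounts. Dosing: compound 20 µM once, DMSO 1%. Schedule: 16 min enzyme reaction, ambient temperature. Detection: fluorescence of resorufin, 544 nm excitation, 590 nm emission.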
PMI activator: activators of human PMI, primary screen, biochemical, fluorescence intensity, near-Km mannose 6-phosphate; Mannose-6-phosphate isomerase (Homo sapiens), P34949; activation factor at 20 µM; AID 1214, 2008; 0.005% of 190,000 active; purified human PMI, coupled resazurin fluorescence, 20 min; hits give high values; 1 = vehicle control, 0 substrate-free wells;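 active = activation factor of 2 or more at 20 µM, relative to plate controls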
* marks the source's active call; other numbers are inactive results; · = no result given.

item	compound	PPARg SRC-1 ag	Diaph inh CS	ROMK primary	PPARg SRC2 recr	PMI act satM6P	PPARg SRC-3 ag
1	O=C1c2ccccc2C(Nc2ccccc2)N1c1ccc(Cl)cn1 (stereo not given)	-1	-3	·	-4	1	-6
2	Cc1nn(C)c(Cl)c1CN1CCN(CC(C)C)C(CCO)C1 (stereo not given)	-7	-8	-0.27	-6	1	-3
3	Cc1ccc(C(=O)NCC(=O)OCC(=O)NCC(F)(F)F)cc1	-3	12	-0.13	-4	1	-3
4	Cc1ccc(CNCC2CCCO2)s1 (stereo not given)	-2	7	0.33	0	1	2
5	COc1ccccc1NC(=O)N1CCCC(c2nc3c(nnn3Cc3ccc(C)cc3)c(=O)[nH]2)C1 (stereo not given)	3	20	-1.8	-9	0.8	-7
6	CCOc1ccc(CC(=O)Nc2c(C(N)=O)oc3ccc(Br)cc23)cc1OCC	4	16	·	10	0.9	1
7	COc1ccc2[nH]c(C)c(CN3CCCCC3)c(=O)c2c1	·	-2	·	·	1	·
8	O=C(Oc1ccc(Br)cc1)C1CC(=O)N(c2ccc(F)cc2)C1 (stereo not given)	4	13	·	2	0.8	7
9	CCOc1ccccc1C(=O)Nc1cc(OC)ccc1OC	7	5	-1.2	3	1	-9
10	CCOC(=O)Cc1nnc(NC(=O)C(CC)Sc2nc(C)cc(C)n2)s1 (stereo not given)	0	15	·	-2	1	-11
11	CCn1c(C)nc2cc(C(=O)NNS(=O)(=O)c3ccc(C)cc3C)ccc21	1	16	-0.14	4	1.1	-3
12	C=CCN(CC=C)CCOc1cccc2ccccc12	10	22	-0.51	-1	0.9	0

item	G6PDH counter	S1P3 antagonist	SRC2 TRFRET art	Diaphorase act	PMI activator
1	5	·	1535	1	0.9
2	10	5	1541	1.1	1
3	7	1	1568	0.9	1
4	14	·	1544	0.9	0.9
5	10	·	1327	0.8	0.9
6	-4	-38	1818	0.8	1
7	3	-32	·	1	1
8	-7	5	1447	0.9	0.9
9	9	14	1577	0.9	1
10	0	·	1435	0.9	1
11	12	·	1449	0.8	0.9
12	0	-4	1558	0.8	1

Sorted by length of the SMILES (lowest first): some entries from above.
item	compound	PPARg SRC-1 ag	Diaph inh CS	ROMK primary	PPARg SRC2 recr	PMI act satM6P	PPARg SRC-3 ag
1	O=C1c2ccccc2C(Nc2ccccc2)N1c1ccc(Cl)cn1 (stereo not given)	-1	-3	·	-4	1	-6
3	Cc1ccc(C(=O)NCC(=O)OCC(=O)NCC(F)(F)F)cc1	-3	12	-0.13	-4	1	-3
5	COc1ccccc1NC(=O)N1CCCC(c2nc3c(nnn3Cc3ccc(C)cc3)c(=O)[nH]2)C1 (stereo not given)	3	20	-1.8	-9	0.8	-7

item	G6PDH counter	S1P3 antagonist	SRC2 TRFRET art	Diaphorase act	PMI activator
1	5	·	1535	1	0.9
3	7	1	1568	0.9	1
5	10	·	1327	0.8	0.9

Additional records follow:
item	compound	PPARg SRC-1 ag	Diaph inh CS	ROMK primary	PPARg SRC2 recr	PMI act satM6P	PPARg SRC-3 ag
13	CC(C)N(CCCNC(=O)c1ccc(N2CCCC2=O)cc1)Cc1ccccc1	9	5	-0.016	0	1	2
14	CCc1c(C)sc(NC(=O)CSc2nc3c(c(C(F)(F)F)n2)CCc2ccccc2-3)c1C#N	2	-9	·	-4	1	10
15	Nc1ccc(-n2nncc2-c2ccccc2)cc1	-1	5	·	0	1.1	-2
16	Cc1ccccc1Nc1nc(N)nc(CSc2ccccc2)n1	2	10	-0.78	-5	1.1	2
17	COC(=O)c1c(-c2ccc(C)cc2)csc1NC(=S)NC(=O)c1ccc(F)cc1	4	6	0.75	-6	1	4
18	NC(=O)c1oc2ccccc2c1NC(=O)CCc1ccccc1	12	2	·	5	1	6
19	CCN(CC)c1ccc(/C=N/N2CCOCC2)cc1	3	13	·	11	0.9	6
20	CCn1c(SCC(=O)N2CCc3ccccc32)nnc1-c1ccco1	5	14	0.004	2	1	6
21	O=C(Oc1ccc(N2C(=O)CCC2=O)cc1)c1ccco1	-8	17	·	-1	0.9	-13
22	CCN(c1ccc(NC(=O)COC(=O)c2ccc3ccccc3n2)cc1)C(C)C	4	10	·	8	0.9	13
23	CCOC(=O)Cn1c(=NC(=O)c2nc3ccccc3s2)sc2cc(S(N)(=O)=O)ccc21	4	-1	0.16	1	1.1	0
24	CCOC(=O)c1cc(C(=O)Nc2cccc(C)c2)nn1C	1	14	·	4	0.9	8

item	G6PDH counter	S1P3 antagonist	SRC2 TRFRET art	Diaphorase act	PMI activator
13	6	-4	1568	1	0.9
14	7	·	1550	1.1	1
15	8	·	1462	0.9	1.2
16	6	-1	1376	0.9	1
17	-1	-9	1600	0.9	1
18	-19	-14	1708	1	1
19	-17	·	1801	0.9	0.9
20	-3	·	1463	0.9	1
21	0	-5	1235	0.8	0.9
22	3	·	1636	0.9	0.9
23	1	9	1538	1	1
24	4	·	1601	0.9	0.9

Other results follow:
item	compound	PPARg SRC-1 ag	Diaph inh CS	ROMK primary	PPARg SRC2 recr	PMI act satM6P	PPARg SRC-3 ag
25	COc1ccc(C(=O)Nc2cc(C(=O)O)cc(C(=O)O)c2)cc1Cl	0	11	-0.23	2	1	1
26	CC(C)C1C(C#N)=C(N)SC(N)=C1C#N	-6	-6	-0.01	-4	0.9	3
27	CN(C)S(=O)(=O)c1cccc(NC(=O)COC(=O)/C=C/c2cccs2)c1	2	6	0.12	-1	0.9	-4
28	CCCCNC(=O)c1nn(-c2ccccc2OC)c(=O)c2ccccc12	-5	10	·	-4	0.9	-3
29	Cc1ccc(-c2nnc(SCC(=O)N3c4ccccc4NC(=O)C3(C)C)n2N)cc1	-1	10	-0.18	9	1.3	-9
30	C#CCN1C(=O)C(O)(CC(=O)c2cc(OC)ccc2OC)c2ccccc21 (stereo not given)	3	8	·	5	1	1
31	Cc1ccc(-n2nnnc2-c2cnc3cc4c(cc3c2C)OCO4)cc1	-2	25	-0.13	-1	0.9	4
32	Cc1cc(NC(=O)CS(=O)(=O)c2cn(Cc3ccccc3Cl)c3ccccc23)no1	-2	18	·	-2	0.9	-10
33	N=c1c2c(n(Cc3ccccc3)c3c1CCC3)CCC2	9	5	·	7	1	3
34	O=C(CS(=O)CC(=O)N(CC(=O)NC1CCCC1)c1ccc2c(c1)OCCO2)Nc1ccc(F)cc1 (stereo not given)	-5	-19	·	-3	1.2	-7
35	COc1ccc(NC(C#N)c2ccccc2OCc2ccccc2)cc1 (stereo not given)	1	13	·	-2	0.7	4
36	CC(C)(C)N/N=C1\CC(c2ccccc2)Oc2ccccc21 (stereo not given)	5	14	0.03	1	0.9	0

item	G6PDH counter	S1P3 antagonist	SRC2 TRFRET art	Diaphorase act	PMI activator
25	4	-11	1672	0.9	0.9
26	5	12	1502	1.1	0.9
27	-7	1	1591	0.9	1
28	1	9	1411	0.9	0.9
29	4	·	1422	0.9	1.1
30	7	-17	1689	0.9	1
31	10	·	1477	0.7	0.8
32	-9	·	1453	0.8	0.9
33	7	-10	1662	1	1.1
34	12	·	1438	1.2	1.1
35	-13	-5	1596	0.9	0.8
36	12	-6	1540	0.9	0.8

More compounds
item	compound	PPARg SRC-1 ag	Diaph inh CS	ROMK primary	PPARg SRC2 recr	PMI act satM6P	PPARg SRC-3 ag
37	CC(=O)NCCc1ccc(S(=O)(=O)NCc2ccc3c(c2)OCO3)cc1	1	9	·	5	0.9	-6
38	CCOC(=O)c1c(CN(C)C)oc2cc(CN(C)C)c(O)c(CSc3ccccc3)c12	7	-7	-1.8	9	1.1	3
39	Cn1c(Cc2ccccc2)nnc1SCC(=O)NCCc1ccccc1	1	8	0.34	-9	1	0
40	Cc1ccc(SCCC(=O)N2CCC(C)CC2)cc1	-5	19	0.02	-7	0.9	-12
41	CCN(CC)CCCNC(=O)CC1Sc2ccccc2NC1=O (stereo not given)	8	7	·	6	1	1
42	COc1ccc(Br)cc1CNCCSc1nnnn1C	0	8	-0.12	5	1	6
43	Clc1ccc(-c2cccs2)nn1	1	9	0.25	5	0.9	-1

item	G6PDH counter	S1P3 antagonist	SRC2 TRFRET art	Diaphorase act	PMI activator
37	2	0	1383	0.9	0.9
38	7	31	1650	1.1	1
39	9	-9	1349	0.9	1.1
40	4	·	1386	0.8	0.9
41	6	-45	1651	0.9	1
42	4	-24	1609	0.9	1.1
43	-2	6	1547	0.9	1
